Screening data as filed in PubChem.
FEN1 inhibitor: qHTS Assay for the Inhibitors of Human Flap endonuclease 1 (FEN1); AID 588795, 2011; P39748; hit rate 0.35% among 390,000; Recombinant FEN1 flap cleavage, fluorescence, 15 min; Potency, µM (series often up to 114 µM), for the others: top-dose activity change, negative = inhibition, hits mostly inhibitors; active = well fitted inhibition curve with a large enough effect; inconclusive = small, poorly fitted or top-dose-only effect; inactive = no such curve, though single readings can be large or run the other way; note: nearly all actives have a fitted effect of over 65% in size
Target sequence (P39748 whole entry, looked up): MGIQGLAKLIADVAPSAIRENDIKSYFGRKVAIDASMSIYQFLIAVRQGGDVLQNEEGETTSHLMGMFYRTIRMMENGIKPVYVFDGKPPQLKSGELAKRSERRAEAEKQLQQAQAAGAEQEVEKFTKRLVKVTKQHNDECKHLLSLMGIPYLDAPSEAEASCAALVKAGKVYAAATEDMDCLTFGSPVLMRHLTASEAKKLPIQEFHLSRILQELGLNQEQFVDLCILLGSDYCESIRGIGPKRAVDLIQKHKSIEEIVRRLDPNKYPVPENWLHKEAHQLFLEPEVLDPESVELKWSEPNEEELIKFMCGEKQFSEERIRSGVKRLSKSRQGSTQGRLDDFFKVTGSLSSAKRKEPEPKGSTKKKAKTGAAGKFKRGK
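Quantitative HTS format: each compound was titrated, incubated with 10 nM nuclease for 15 min at room temperature, then challenged with flap substrate at 50 nM final. Signal change over 15 min gave concentration–effect curves.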
The depositor's hits bear a star; u = inconclusive; & = joins results of further samples. % is set by controls: 0 for no effect and ±100 for the full control effect; potency is the fitted concentration of half-maximal effect. The list is partial; rates above refer to the full screens.

FEN1 inhibitor	SMILES
0%	O=C(Nc1cccc2cccnc12)C(F)(F)F
-14%	O=C(NCc1ccccc1)[C@]1(C(F)(F)F)C[C@H](CCCO)CCCO1
-3%	CC(=O)OC1CCC2C3CCC4=CC(=O)CCC4(C)C3CCC2(C)[C@]1(C)O (some centres undefined)
-9%	OCCNc1nc(Nc2ccccc2Cl)nc(N2CCCC2)n1
3%	O=S1(=O)NCC23CCC(CC21)O3 (centres undefined)
-17%	COc1ccc(C2C3C=CCC(C)C3C(=O)N2Cc2ccccc2)cc1Cl (centres undefined)
-11%	CC(C)(C)OC(=O)NS(=O)(=O)Nc1ccccc1Br
14%	CC(C)(C)c1ccc(Cn2cnc3c(cnn3C(C)(C)C)c2=O)cc1
-12%	CCC1C(=O)CC2CCN3C(=O)CCC1C23 (centres undefined)
5%	CCOC(=O)CCCC(=O)N1CCN(/[N+]([O-])=N/Oc2ccc([N+](=O)[O-])cc2[N+](=O)[O-])CC1
-16%	COc1ccc(-c2cccc(C3C4C=CCCC4(C)C(=O)N3Cc3ccccc3)c2)cc1 (centres undefined)
3%	NCCN1CCN(CC(=O)N2c3ccccc3C(=O)Nc3cccnc32)CC1
-14%	CC(C)(C)n1ncc2c(=O)n(Cc3c(Cl)cccc3Cl)cnc21
6%	COc1ccc(-c2ccc(C)cc2)cc1C1C2C=CCC(C)C2C(=O)N1Cc1ccccc1 (centres undefined)
1%	COc1cccc(Cn2cnc3c(cnn3C(C)(C)C)c2=O)c1
3%	CC(C)CC(CSc1ccc(Br)cc1)N1CCN(CC(C)C)CCC1=O (centres undefined)
10%	CC(=O)Nc1ccn(C2OC(C(COC(C)=O)NC(=O)C(CCCCNC(=O)OCc3ccccc3)NC(=O)OC(C)(C)C)C(OC(C)=O)C2OC(C)=O)c(=O)n1 (centres undefined)
4%	COc1cc(OC)c(C(=O)N(Cc2ccco2)Cc2cccs2)cc1OC
10%	O=S(=O)(c1ccc(F)cc1)N1CCN(c2nc(-c3cccs3)nc3cc(Cl)ccc23)CC1
14%	C/C=C(/C)C(=O)O[C@H]1CC(C)=CC(=O)[C@@]2(C)CC[C@@](O)(C(C)C)[C@H]12
6%	CCN(CC)CCC(c1ccc(N(C)C)cc1)c1c(OC)cc(OC)c2c1OC(=O)CC2c1ccc(OC)cc1 (centres undefined)
-13%	CN(C(=O)OC(C)(C)C)c1ccc(-c2nc3ccccc3s2)cc1
-1%	CC(=O)OCC(NC(=O)C1CCCN1C(=O)OC(C)(C)C)C1OC(n2cc(F)c(=O)[nH]c2=O)C(OC(C)=O)C1OC(C)=O (centres undefined)
-3%	Cc1ccc(CN2C(=O)[C@H]3Cc4c([nH]c5ccccc45)C(C)(C)N3C2=O)cc1
3%	Oc1ccccc1C1C=C(c2ccc3c(c2)OCO3)NC(c2cccc(F)c2)N1 (centres undefined)
-8%	O=C(Nc1cccc2cccnc12)OC(Cl)(Cl)Cl
5%	COc1cc(C(CCN2CCCC2)c2c(OC)cc(OC)c3c2OC(=O)CC3c2ccc(N(C)C)cc2)cc(OC)c1OC (centres undefined)
-5%	COC1C(OC(=O)/C=C/C=C/C=C/C=C/C(=O)O)CCC2(CO2)C1C1(C)OC1CC=C(C)C (centres undefined) (tested in a mixture with another compound)
-6%	CC(C)(C)n1ncc2c(=O)n(Cc3ccccc3F)cnc21
0%	CCC(C)C(NC(=O)OC(C)(C)C)C(=O)NC1COC2CC(n3cc(F)c(=O)[nH]c3=O)OC12 (centres undefined)

Given bar-delimited: entries from further up
compound | FEN1 inhibitor
Oc1ccccc1C1C=C(c2ccc3c(c2)OCO3)NC(c2cccc(F)c2)N1 (centres undefined) | 3%
O=C(Nc1cccc2cccnc12)OC(Cl)(Cl)Cl | -8%
COc1cc(C(CCN2CCCC2)c2c(OC)cc(OC)c3c2OC(=O)CC3c2ccc(N(C)C)cc2)cc(OC)c1OC (centres undefined) | 5%
COC1C(OC(=O)/C=C/C=C/C=C/C=C/C(=O)O)CCC2(CO2)C1C1(C)OC1CC=C(C)C (centres undefined) (tested in a mixture with another compound) | -5%
CC(C)(C)n1ncc2c(=O)n(Cc3ccccc3F)cnc21 | -6%

Next section.
FEN1 inhibitor	SMILES
-14%	CCC1CC=CC2C1C(=O)N(Cc1ccccc1)C2c1ccc(C(F)(F)F)cc1 (centres undefined)
-21%	CCN(CC)/[N+]([O-])=N/OCOC(=O)C(C)c1ccc(CC(C)C)cc1 (centres undefined)
-15%	OCCNc1nc(Nc2ccccc2OC(F)(F)F)nc(N2CCCC2)n1
14%	CC(=O)OCC(NC(=O)C(Cc1ccccc1)NC(=O)OC(C)(C)C)C1OC(n2cc(F)c(=O)[nH]c2=O)C(OC(C)=O)C1OC(C)=O (centres undefined)
-24%	C/C=C1\COC(C(=O)NCCN2CCOCC2)(C(F)(F)F)C=C1C=C1CCCCC1 (centres undefined)
11%	O=S(=O)(c1ccc(F)cc1)N1CCN(c2nc(-c3cccc(Br)c3)nc3ccccc23)CC1
-1%	CCC1(CC)C(=O)C2=C3C1[C@H](C(=O)OC)CC(C(=O)OC)C[C@H]3[C@H]1C(=O)N(C)C(=O)[C@H]1[C@H]2C (some centres undefined)
-17%	CCCN1CCC(=O)N(C(CSc2ccc(Br)cc2)CC(C)C)CC1 (centres undefined)
-5%	CC(=O)Nc1ccn(C2OC(C(COC(C)=O)NC(=O)C(Cc3ccccc3)NC(=O)OC(C)(C)C)C(OC(C)=O)C2OC(C)=O)c(=O)n1 (centres undefined)
1%	COc1ccc(-c2ccncc2)cc1OC

4 entries drawn at random from the list so far, as already listed:
FEN1 inhibitor	SMILES
-5%	CC(=O)Nc1ccn(C2OC(C(COC(C)=O)NC(=O)C(Cc3ccccc3)NC(=O)OC(C)(C)C)C(OC(C)=O)C2OC(C)=O)c(=O)n1 (centres undefined)
-1%	CC(=O)OCC(NC(=O)C1CCCN1C(=O)OC(C)(C)C)C1OC(n2cc(F)c(=O)[nH]c2=O)C(OC(C)=O)C1OC(C)=O (centres undefined)
4%	COc1cc(OC)c(C(=O)N(Cc2ccco2)Cc2cccs2)cc1OC
-3%	CC(=O)OC1CCC2C3CCC4=CC(=O)CCC4(C)C3CCC2(C)[C@]1(C)O (some centres undefined)

Continued:
FEN1 inhibitor	SMILES
9%	CC(=O)Nc1ccc(SCC(CC(C)C)N2CCN(CC(C)C)CCC2=O)cc1 (centres undefined)
-6%	COC(=O)C1C[C@@H]2C3=C(C(=O)[C@@](C)(NC(=O)c4ccccc4)C3[C@H](C(=O)OC)C1)[C@H](C)n1c(=O)n(-c3ccccc3)c(=O)n12 (some centres undefined)
-9%	Cc1sc2ncn(/N=C/c3cn(-c4ccccc4)nc3-c3ccccc3)c(=O)c2c1C
-5%&-23%	COc1ccc(C2CC(c3ccccc3)Oc3c(C)ccc(C(C)C)c32)cc1 (centres undefined)
-10%	Cc1ccc(F)c(C2C3C=CCCC3(C)C(=O)N2Cc2ccccc2)c1 (centres undefined)
u	CCOC(=O)N1CCN([N+]([O-])=NOc2cc(O/N=[N+](\[O-])N(CC)CC)c([N+](=O)[O-])cc2[N+](=O)[O-])CC1
-21%	CC(C)(C)n1ncc2c(=O)n(Cc3cccc(C(F)(F)F)c3)cnc21
-12%	CSc1sc(C(=O)NN)c2c1C(O)CCC2 (centres undefined)
-20%	O=C1CC(c2ccco2)CC2=C1C(c1ccncc1)n1nc(C(F)(F)F)nc1N2 (centres undefined)
12%	COC(=O)C(=O)Nc1cccc2cccnc12
11%	O=C(Nc1ccc(O)c2c(=O)cc(-c3ccccc3Cl)oc12)c1cc(Cl)cc(Cl)c1
7%	COc1ccc(-c2ccc(C3C4C=CCCC4(C)C(=O)N3Cc3ccccc3)c(F)c2)cc1 (centres undefined)
-3%	CCOc1ccc(Cl)cc1Nc1nc(NCCO)nc(N2CCCC2)n1
-6%	CNC(=O)[C@]1(C(F)(F)F)C[C@H](CCC2CCCCC2)CCCO1
-9%	COc1cc([N+](=O)[O-])c2ncccc2c1
2%	COc1cc(OC)c2c(c1C(CCN1CCCC1)c1ccc(N(C)C)cc1)OC(=O)CC2c1ccc(N(C)C)cc1 (centres undefined)
0%	COc1ccc(C2CC(O)(c3ccccc3)Oc3cc(C)c(Cl)c(C)c32)cc1 (centres undefined)
u	Oc1ccc(Cl)cc1C1C=C(c2ccc3c(c2)OCO3)NC(c2cc(Br)ccc2F)N1 (centres undefined)
-24%	COc1ccc(C2/C=C\CN(C(=O)c3ccc(C)cc3)C(C)C(=O)N2Cc2ccc(F)cc2)cc1 (centres undefined)
-19%	NS(=O)(=O)Nc1cccc2cccnc12
-18%	O=C1CCN(CCc2ccccc2)CCN1C(CSc1ccc(Br)cc1)c1ccccc1 (centres undefined)
-20%	O=S1(=O)C2CC3C=CC2(O3)C(O)C(Cc2ccccc2)N1Cc1cccc(F)c1 (centres undefined)
1%	CCC1CC=CC2C1C(=O)N(Cc1ccccc1)C2c1ccc(OC)c(Cl)c1 (centres undefined)
-17%	O=C(Nc1cccc2cccnc12)OCc1ccccc1
3%	CCCCCCCCCCCCOC(=O)N1CCN(/[N+]([O-])=N/Oc2ccc([N+](=O)[O-])cc2[N+](C)=O)CC1
2%	Cc1ccc(-c2c(C3C4C=CCC(C)C4C(=O)N3Cc3ccccc3)ccc3ccccc23)cc1 (centres undefined)
5%	CC(C)(C)n1ncc2c(=O)n(Cc3ccccc3C#N)cnc21
-5%	COc1cccc(COCCN2CCN(S(=O)(=O)c3ccccc3)CCC2=O)c1
5%	COc1ccc(C2/C=C\CN(CC3CCCCC3)C(Cc3ccccc3)C(=O)N2Cc2ccc(F)cc2)cc1 (centres undefined)
16%	CC(=O)OCC(NC(=O)C(Cc1ccccc1)NC(=O)OC(C)(C)C)C1OC(n2ccc(=O)[nH]c2=O)C(OC(C)=O)C1OC(C)=O (centres undefined)

Gathered by group: those above with two or more sulfur atoms.
FEN1 inhibitor	SMILES
10%	O=S(=O)(c1ccc(F)cc1)N1CCN(c2nc(-c3cccs3)nc3cc(Cl)ccc23)CC1
-12%	CSc1sc(C(=O)NN)c2c1C(O)CCC2 (centres undefined)

Continued:
FEN1 inhibitor	SMILES
10%	COC(=O)c1ccc(-c2ccc(OC)c(C3C4C=CCC(C)C4C(=O)N3Cc3ccccc3)c2)cc1 (centres undefined)
-25%	CC12CCC=CC1C(c1cccc(Br)c1)N(Cc1ccccc1)C2=O (centres undefined)
-18%	C=C1CCN(C(C)C(=O)OCc2cccc(C)c2)S(=O)(=O)c2ccccc21 (centres undefined)
-4%	Cc1cn(C2CC3OCC(NC(=O)C4CCCN4C(=O)OC(C)(C)C)C3O2)c(=O)[nH]c1=O (centres undefined)
-26%	C/C=C1\COC(C(=O)NCc2cccc(OC)c2OC)(C(F)(F)F)C=C1C=C(C)C (centres undefined)
-34%	C=C1CCN(C(C(=O)NCc2ccc(Cl)c(Cl)c2)C(C)C)S(=O)(=O)c2ccccc21 (centres undefined)
-20%	CCOc1ccc(N(C(=O)OC(C)(C)C)C(=O)c2ccc(O[Si](C)(C)C(C)(C)C)cc2)c(I)c1
5%	CC1(C)c2[nH]c3ccccc3c2C[C@@H]2C(=O)N(Cc3ccccc3Cl)C(=O)N21
0%	COc1ccccc1Nc1nc(NCCCCO)nc(N2CCCC2)n1
-3%	CCc1c2c(nc3ccc(OC)cc13)-c1nc3ccccc3c(=O)n1C2
-3%	CCCC[C@H]1CCCO[C@@](C(=O)NCc2cc(C)n(C)n2)(C(F)(F)F)C1
-3%	CC(=O)Nc1ccc(SCC(c2ccccc2)N2CCN(C)CCC2=O)cc1 (centres undefined)
u	Oc1ccc(Br)cc1C1C=C(c2ccc3c(c2)OCO3)NC(c2c(F)cccc2Cl)N1 (centres undefined)
u	Cc1cnc2c3c(cc(Cl)c2c1)-c1ccccc1S(=O)(=O)N3
2%	CN(C)/[N+]([O-])=N/Oc1ccc([N+](=O)[O-])cn1
16%	O=c1c2c(-c3ccccc3)csc2ncn1/N=C/c1cn(-c2ccccc2)nc1-c1cccs1
-11%&4%	Cc1cc2c(c(C)c1Cl)C(c1ccc3c(c1)OCO3)CC(c1ccccc1)O2 (centres undefined)
-12%	C/C=C/C(=O)[C@@H](C)[C@@H](/C=C/C[Si](C)(C)C)C(C)C
u	O=S1(=O)Nc2c(cc(Cl)c3ccc(Cl)nc23)-c2ccccc21
10%	C[C@@H]1C(=O)N(S(=O)(=O)c2ccc([N+](=O)[O-])cc2)[C@H]1c1ccc(F)cc1
-15%	COc1ccc(C2/C=C\CN([S+](=O)([O-])c3ccc4ccccc4c3)C(C)C(=O)N2Cc2ccc(F)cc2)cc1 (centres undefined)
0%	CCCC[C@@H]1CCCO[C@@](C(=O)NCCN2CCOCC2)(C(F)(F)F)C1
